Source: PubChem BioAssay
ATXN viability: cell viability loss in ATXN counter-screen | S2 cells (HEK-293 line with an ATXN2-luciferase reporter) viability, CellTiter-Fluor protease fluorescence, 24 h | Potency, µM (top dose mostly 56.7 µM), actives largely listed as cytotoxic | 400,000 compounds, 0.49% hits | AID 651635; further: potency means the concentration at half of the fitted maximal effect; nearly all actives have a fitted effect of over 40% in size
ATXN2 expr inh: reduces ATXN2 reporter expression in HEK-293 cells | Potency, µM (doses to about 57 µM), for inactives: at the top dose activity change, negative = inhibition, hits mostly inhibitors | 360,000 compounds, 0.72% hits | AID 1745845 | HEK-293 ATXN2-luciferase reporter, luminescence, 24 h; further: potency means the concentration at half of the fitted maximal effect; on the % scale 0 is the no-effect control and ±100 the full control effect; nearly all actives have a fitted effect of over 55% in size
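qHTS (up to 57 uM final) was run with 24 h compound exposure of reporter cells at 37 °C. Each well was multiplexed: SteadyGlo luminescence measured ATXN2-luciferase expression after a fluorogenic Gly-Phe-AFC viability readout (25 uM final).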
Nrf2 ARE act: activators of Nrf2 (ARE) signaling | 410,000 compounds, 0.31% hits | Potency, µM (highest dose often 46.1 µM), for inactives: at the top dose activation, most hits filed as activators | AREc32 ARE-luciferase reporter (MCF7-derived line), luminescence, 24 h; further: potency means the concentration at half of the fitted maximal effect; % of control where 0% means no effect; nearly all actives have a fitted effect of over 65% in size
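Luminescent ARE reporter assay in AREc32_Fluc cells: overnight plating at 37 deg C, 24 hr compound incubation, Steady-Glo added, 30 min RT before reading.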
Nrf2 block: inhibitors of Nrf2 signaling. A549 ARE-Fluc reporter, luciferase luminescence, 18-24 h. Potency, µM (titrated, usually from 46 µM), for inactives: at the highest dose activity change, negative = inhibition, usual class: inhibitors. 360,000 compounds, 2.1% hits. AID 504444; further: potency means the concentration at half of the fitted maximal effect; on the % scale 0 is the no-effect control and ±100 the full control effect; nearly all actives have a fitted effect of over 60% in size
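Concentration-response testing used A549 ARE_Fluc cells at 5000 cells/well. Following an 18-24 h compound incubation, viability was read by fluorescence (Ex 405/Em 525) and luciferase output by luminescence.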
A549 viability: A549 cytotoxicity, counter-screen for Nrf2 inhibitors; A549 ARE-Fluc cells, CellTiter-Fluor viability, 18-24 h; Potency, µM (titrated, usually from 46 µM), inactives show at the top dose activity change, negative = cytotoxicity, most hits filed as inhibitors; 390,000 compounds, 0.16% hits; further: potency means the concentration at half of the fitted maximal effect; on the % scale 0 is the no-effect control and ±100 the full control effect
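A549 ARE_Fluc cells in 5% FBS OPTI-MEM were exposed to compounds in concentration-response for 18-24 h at 37 deg C. Viability was read by CellTiter-Fluor fluorescence (Ex 405/Em 525) after 30 min, before the luciferase read.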
EPAC2 ag: activates human EPAC2 exchange factor | Q8WZA2 | EPAC2 activation, biochemical qHTS; response scale: 100% = 6.5 mM cAMP response | Potency, µM (series often up to 154 µM), without a hit: top-dose activation, actives largely listed as activators | 360,000 compounds, 0.079% hits; further: potency means the concentration at half of the fitted maximal effect; nearly all actives have a fitted effect of over 50% in size
Target sequence (Q8WZA2 whole entry, looked up): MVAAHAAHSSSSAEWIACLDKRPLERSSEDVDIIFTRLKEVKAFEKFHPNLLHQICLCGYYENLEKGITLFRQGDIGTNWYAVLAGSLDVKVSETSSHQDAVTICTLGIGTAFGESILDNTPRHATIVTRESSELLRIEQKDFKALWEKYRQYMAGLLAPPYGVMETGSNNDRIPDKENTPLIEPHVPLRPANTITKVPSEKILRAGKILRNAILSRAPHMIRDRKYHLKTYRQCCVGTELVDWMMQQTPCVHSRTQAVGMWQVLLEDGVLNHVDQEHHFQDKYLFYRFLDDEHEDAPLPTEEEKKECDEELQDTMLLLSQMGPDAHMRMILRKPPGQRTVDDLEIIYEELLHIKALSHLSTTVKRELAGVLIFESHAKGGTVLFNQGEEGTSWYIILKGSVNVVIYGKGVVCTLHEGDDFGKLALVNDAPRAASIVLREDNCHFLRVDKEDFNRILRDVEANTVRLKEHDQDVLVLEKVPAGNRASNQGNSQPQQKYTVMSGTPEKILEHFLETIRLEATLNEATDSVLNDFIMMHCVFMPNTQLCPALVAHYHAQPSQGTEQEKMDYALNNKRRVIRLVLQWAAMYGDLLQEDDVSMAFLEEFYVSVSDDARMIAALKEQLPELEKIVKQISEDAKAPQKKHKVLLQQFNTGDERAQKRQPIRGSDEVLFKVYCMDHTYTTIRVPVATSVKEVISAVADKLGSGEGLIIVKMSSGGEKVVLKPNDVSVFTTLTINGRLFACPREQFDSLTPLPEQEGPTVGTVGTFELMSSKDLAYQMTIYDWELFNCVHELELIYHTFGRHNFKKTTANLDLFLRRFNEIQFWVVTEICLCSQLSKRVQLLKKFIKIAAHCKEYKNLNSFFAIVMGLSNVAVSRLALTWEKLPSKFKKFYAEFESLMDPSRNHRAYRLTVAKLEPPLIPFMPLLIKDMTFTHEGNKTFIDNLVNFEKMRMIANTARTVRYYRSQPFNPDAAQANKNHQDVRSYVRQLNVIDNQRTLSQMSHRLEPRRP
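Nucleotide exchange monitored as fluorescence drop when BODIPY-GDP leaves Rap1B. Reaction: 100 nM EPAC2, 250 nM RAP1B-BODIPY-GDP, 50 uM GDP, room temperature, kinetic read over 30 min. Activity expressed relative to 6.5 mM cAMP.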
TGFb inhibitor: blocks TGF-b signaling. HepG2 CAGA-GFP TGF-b/SMAD3 reporter, GFP fluorescence, 18 h; TGF-beta stimulated, 500 pg/mL final. 410,000 compounds, 1.2% hits. Potency, µM (series often up to 46.1 µM), inactives show at the highest dose activity, negative = inhibition, actives largely listed as inhibitors. AID 588855; further: potency means the concentration at half of the fitted maximal effect; on the % scale 0 is the no-effect control and ±100 the full control effect; nearly all actives have a fitted effect of over 65% in size
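GFP signal (ex488/em500-530) from TGF-beta-stimulated HEPG2 CAGA-GFP cells, 500 pg/mL final, 18 h at 37 degrees C in DMEM plus 1% FBS, normalized to unstimulated and DMSO-stimulated controls.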
HepG2 tox: counter-screen for TGF-b inhibitors: cytotoxicity in HepG2 cells. HepG2 CAGA-GFP viability, ATP luminescence, 18 h. Potency, µM (highest dose often 46.1 µM), inactives show top-dose activity change, negative = cytotoxicity, actives largely listed as cytotoxic. AID 588856. 410,000 compounds, 0.76% hits; further: potency means the concentration at half of the fitted maximal effect; some results filed as inactive show a strong effect at the top dose
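CellTiter-Glo luminescence gave cytotoxicity after 18 hours at 37 degrees C. The cells were HepG2 CAGA-GFP in 1% FBS DMEM, stimulated with 500 pg/mL TGF-beta after compound addition. %Activity was normalised to no-cell wells (complete cell-killing) and DMSO (no toxicity), and curves were fitted and classified.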
IL2 activator: activates IL-2 in a cell-based reporter assay. IL-2 activation reporter assay, cell-based qHTS; stimulated with anti-CD3/CD4/CD28 beads; in transgenic mouse T cells. activation, % (series mostly up to about 46 µM). 360,000 compounds, 0.065% hits; in the data active means activation above about 50%; inconclusive means mostly about 30% to 49%; further: 0% is about no effect
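Screening format: compound pinned onto unstimulated transgenic mouse T cells, 60 min incubation, then anti-CD3/anti-CD4/anti-CD28 bead stimulation for 18 hours at 37 degrees C, followed by EGFP and DsRed detection.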
Active calls of the source: *; & = joins results of further samples; [ ] = remark or other dose. Unless noted, the call rests on the fitted dose curve; in most records, active means well fitted curve in the direction sought with a large enough effect; inconclusive means small, poorly fitted or top-dose-only effect, or another doubt; inactive means no such curve, though single readings can be large; an effect the other way counts as inactive or inconclusive.

CC(C)(C)OC(=O)N1CCCN(C(=O)Nc2cccc(Cl)c2)CC1 was read as ATXN2 expr inh 9%, Nrf2 ARE act -0.2%, Nrf2 block -22%, A549 viability 5%, EPAC2 ag 6%, TGFb inhibitor -6%, HepG2 tox -12% and IL2 activator 1.1.
`CCc1nnc(NS(=O)(=O)c2ccc(N=CC3=C(O)CC(C)(C)CC3=O)cc2)s1` gave ATXN viability inactive, ATXN2 expr inh 1%, Nrf2 ARE act 0.6%, Nrf2 block -2%, A549 viability 1%, EPAC2 ag -2%, TGFb inhibitor -1%, HepG2 tox -1% and IL2 activator -2.5.
CC(C)(C)NC(=O)C[C@H]1C[C@H](C(=O)N2CCOCC2)[C@@]2(CCC3CCCC3)c3[nH]c4ccc(Cl)cc4c3CCN2C1=O was read as ATXN viability inconclusive, ATXN2 expr inh inconclusive, Nrf2 ARE act -2.0%, Nrf2 block inconclusive, A549 viability inconclusive, EPAC2 ag 9%, TGFb inhibitor inconclusive, HepG2 tox -28% and IL2 activator -0.7.
C=CCn1c(SCC(=O)NC2CCS(=O)(=O)C2)nnc1-c1ccc(Cl)cc1 (configuration not stated) was read as ATXN viability inactive, ATXN2 expr inh 4%, Nrf2 ARE act 2.4%, Nrf2 block inconclusive, A549 viability -8%, EPAC2 ag 10%, TGFb inhibitor 2%, HepG2 tox -12% and IL2 activator 0.6.
`O=C(N/N=C/c1ccoc1)c1ccccc1O` gave ATXN viability inactive, ATXN2 expr inh 28%, Nrf2 ARE act 0.1%, Nrf2 block -30%, A549 viability -20%, EPAC2 ag 8%, TGFb inhibitor 1%, HepG2 tox -8% and IL2 activator 1.5.
For O=C(CCCCCNC(=O)N1CCn2c1nc1ccccc12)N[C@@H](Cc1ccccc1)C(=O)O the results were ATXN viability inactive, ATXN2 expr inh 0%, Nrf2 ARE act -0.9%, Nrf2 block 4%, A549 viability -1%, EPAC2 ag -2%, TGFb inhibitor -2%, HepG2 tox 2% and IL2 activator -0.4.
For CS(=O)(=O)N(CC(=O)N1CCOCC1)c1ccc(Cl)cc1 the results were ATXN viability inactive, ATXN2 expr inh -4%, Nrf2 ARE act -0.7%, Nrf2 block 9%, A549 viability 3%, EPAC2 ag 22%, TGFb inhibitor -10%, HepG2 tox -5% and IL2 activator 3.0.
For CCCN(CCC)CC(O)COc1ccc2c(c1)OCO2 (configuration not stated) the results were ATXN viability inactive, ATXN2 expr inh 7%, Nrf2 ARE act -0.3%, Nrf2 block 6%, A549 viability 1%, EPAC2 ag -8%, TGFb inhibitor 1%, HepG2 tox -2% and IL2 activator -0.1.
`CCC(c1nnnn1C1CCCCC1)N1CCN(C(=O)c2ccco2)CC1` (configuration not stated) gave ATXN viability inactive, ATXN2 expr inh -11%, Nrf2 ARE act 0.3%, Nrf2 block 6%, A549 viability -7%, EPAC2 ag 9%, TGFb inhibitor -2%, HepG2 tox -2% and IL2 activator 0.0.
For CC(=O)OC1CCC2(C)C3=CCC4(C)C(C(C)=O)=CCC4C3CCC2C1 (configuration not stated) the results were ATXN viability inactive, ATXN2 expr inh -8%, Nrf2 ARE act 0.3%, Nrf2 block 0%, A549 viability 8%, EPAC2 ag 0%, TGFb inhibitor -1%, HepG2 tox -27% and IL2 activator -0.2.
`COc1ccc(/C=C(/C#N)C(=O)Nc2cc(C)ccc2C)cc1C(=O)O` gave ATXN viability inactive, ATXN2 expr inh 4%, Nrf2 ARE act -0.1%, Nrf2 block 16%, A549 viability -3%, EPAC2 ag 13%, TGFb inhibitor 13%, HepG2 tox 10% and IL2 activator -0.6.
For Cc1ccc(C2(C)NC(=O)N(CC(=O)N3CCN(C(=O)c4cccs4)CC3)C2=O)cc1 (configuration not stated) the results were ATXN viability inactive, ATXN2 expr inh 3%, Nrf2 ARE act 0.4%, Nrf2 block 0%, A549 viability 0%, EPAC2 ag 7%, TGFb inhibitor -2%, HepG2 tox 2% and IL2 activator -0.1.
`CC(=O)N(CC1CCCO1)C1(C(=O)NC2CCCC2)CCCCC1` (configuration not stated) gave ATXN viability inactive, ATXN2 expr inh 5%, Nrf2 ARE act -0.6%, A549 viability -20%, EPAC2 ag -5%, TGFb inhibitor -4%, HepG2 tox 10% and IL2 activator 0.7.
COc1cccc(NC(=O)CN(C)C(=O)c2ccc(N3CCCCC3)c([N+](=O)[O-])c2)c1 was read as ATXN viability inactive, ATXN2 expr inh -15%, Nrf2 ARE act -0.4%, Nrf2 block 3%, A549 viability -10%, EPAC2 ag 8%, TGFb inhibitor inconclusive, HepG2 tox -28% and IL2 activator 0.3.
Screening O=C(CCc1nnc(COc2ccccc2)o1)NCc1ccccc1 returned ATXN viability inactive, ATXN2 expr inh 29%, Nrf2 ARE act -0.1%, Nrf2 block -2%, A549 viability 6%, EPAC2 ag 7%, TGFb inhibitor 17%, HepG2 tox 10% and IL2 activator -2.4.
For Cn1c(=O)[nH]c(=O)c2c1nc(N1CCCCCC1)n2CCSc1nc2ccccc2[nH]1 the results were ATXN viability inactive, ATXN2 expr inh -17%, Nrf2 ARE act -1.8%, Nrf2 block 0%, A549 viability -3%, EPAC2 ag -20%, TGFb inhibitor -4%, HepG2 tox 0% and IL2 activator -0.1.
`CC(=O)N1CCCc2cc(S(=O)(=O)N3CCCC(C(=O)NCc4ccc(Cl)cc4)C3)ccc21` (configuration not stated) gave ATXN viability inactive, ATXN2 expr inh -15%&-32%, Nrf2 ARE act 2.5%&5.3%, Nrf2 block inconclusive, A549 viability -12%&-23%, EPAC2 ag 8%, TGFb inhibitor inconclusive, HepG2 tox -11%&-25% and IL2 activator -0.2.
`O=C(COC(=O)Cc1cccs1)NCC(=O)Nc1ccc(F)cc1` gave ATXN viability inactive, ATXN2 expr inh 2%, Nrf2 ARE act 2.4%, Nrf2 block 1%, A549 viability 1%, EPAC2 ag 11%, TGFb inhibitor -15%, HepG2 tox -1% and IL2 activator 1.3.
Screening CCOc1ccc(NC(=O)C2CC(=O)NC(=Nc3ccc(Cl)c(Cl)c3)S2)cc1 (configuration not stated) returned ATXN viability inactive, ATXN2 expr inh -10%, Nrf2 ARE act 0.8%, Nrf2 block 2%, A549 viability 0%, TGFb inhibitor 2% and HepG2 tox -24%.
For CC(C)CC(NC(=O)/C(=C\c1ccco1)NC(=O)c1ccco1)C(=O)O (configuration not stated) the results were ATXN viability inactive, ATXN2 expr inh -10%, Nrf2 ARE act 0.5%, Nrf2 block 3%, A549 viability -1%, EPAC2 ag 10%, TGFb inhibitor 5%, HepG2 tox 3% and IL2 activator 0.4.
CCCCC(=O)N(c1ccc(C)c(C)c1)C1C=CS(=O)(=O)C1 (configuration not stated) was read as ATXN viability inactive, ATXN2 expr inh -6%, Nrf2 ARE act -0.9%, Nrf2 block 0%, A549 viability 1%, EPAC2 ag 12%, TGFb inhibitor -27%, HepG2 tox -16% and IL2 activator -1.1.
Screening COc1ccc(/C=N/Nc2nnc(Cc3ccc(OC)c(OC)c3)c(=O)[nH]2)cc1 returned ATXN viability inactive, ATXN2 expr inh -14%, Nrf2 ARE act -0.1%[9.22 µM], Nrf2 block 2%, A549 viability 7%, EPAC2 ag -7%, TGFb inhibitor inconclusive, HepG2 tox -16% and IL2 activator 0.6.
Screening CCN1C(C)=C(C)S/C1=C1\SC(=S)N(NC(C)=O)C1=O returned ATXN viability inactive, ATXN2 expr inh -18%[11.3 µM], Nrf2 ARE act 0.2%, Nrf2 block -1%, A549 viability -13%, EPAC2 ag 6%, TGFb inhibitor -8%, HepG2 tox -29% and IL2 activator -0.8.
COc1ccc(/C=N/N=C(\N)c2nonc2N)cc1 was read as ATXN viability inactive, ATXN2 expr inh 0%, Nrf2 ARE act 0.5%, Nrf2 block inconclusive, A549 viability -3%, EPAC2 ag 1%, TGFb inhibitor -20%, HepG2 tox -53% and IL2 activator 1.0.
Screening CCCc1ccc(OCC(=O)NNC(=S)NC(=O)c2ccco2)cc1 returned ATXN viability inconclusive, ATXN2 expr inh -19%, Nrf2 ARE act 2.3%, A549 viability inconclusive, EPAC2 ag -21%, TGFb inhibitor 8%, HepG2 tox 0% and IL2 activator 0.2.
`Cc1ccc(NC(=O)N(C2CCCCC2)C(C)c2cccnc2)cc1C` (configuration not stated) gave ATXN viability inactive, ATXN2 expr inh 2%, Nrf2 ARE act -0.7%, Nrf2 block 14%, A549 viability 0%, EPAC2 ag 8%, TGFb inhibitor 0%, HepG2 tox -13% and IL2 activator -2.2.
Screening O=C(NCC(c1ccco1)S(=O)(=O)c1cccs1)c1ccc(F)cc1 (configuration not stated) returned Nrf2 ARE act 3.4%, A549 viability -1%, TGFb inhibitor -22% and HepG2 tox 4%.

A draw from above in order of molecular weight, rising.
Screening O=C(NCC(c1ccco1)S(=O)(=O)c1cccs1)c1ccc(F)cc1 (configuration not stated) returned Nrf2 ARE act 3.4%, A549 viability -1%, TGFb inhibitor -22% and HepG2 tox 4%.
For Cn1c(=O)[nH]c(=O)c2c1nc(N1CCCCCC1)n2CCSc1nc2ccccc2[nH]1 the results were ATXN viability inactive, ATXN2 expr inh -17%, Nrf2 ARE act -1.8%, Nrf2 block 0%, A549 viability -3%, EPAC2 ag -20%, TGFb inhibitor -4%, HepG2 tox 0% and IL2 activator -0.1.
`CC(=O)N1CCCc2cc(S(=O)(=O)N3CCCC(C(=O)NCc4ccc(Cl)cc4)C3)ccc21` (configuration not stated) gave ATXN viability inactive, ATXN2 expr inh -15%&-32%, Nrf2 ARE act 2.5%&5.3%, Nrf2 block inconclusive, A549 viability -12%&-23%, EPAC2 ag 8%, TGFb inhibitor inconclusive, HepG2 tox -11%&-25% and IL2 activator -0.2.
